# NS5 inhibitors = Dengue-2 NS5 methyltransferase inhibitors, primary screen, biochemical, confirmation dose response (AID 588689) | 340,000 tested, 0.3% active | Dengue-2 NS5 methyltransferase capping enzyme assay, biochemical; higher % means a stronger effect | inhibition, % at 25 µM; hits with a dose series show IC50 in µM; in the data active means a potency from the dose series; inconclusive means inhibition above about 29% without an active follow-up result
# UTI89 phage lysis = protection from phage-mediated lysis, alamar blue read-out – E. coli UTI89, K1F phage, bacterial capsule biogenesis inhibitors (AID 488966). E. coli UTI89 K1F phage lysis, alamar blue, 2 h; higher % means a stronger effect. inhibition, % at 100 µM; hits with a dose series show IC50 in µM. 340,000 tested, 0.02% active;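 active means phage lysis inhibition, versus mean bacterial control, above a set limit; inconclusive means no clear call, values can overlap the other calls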;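 further: capsule biogenesis inhibitors block K1F phage lysis so surviving cells raise fluorescence; higher fluorescence means more inhibition of phage lysis; actives were called in the ten point dose series up to 300 µM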
# XIAP antagonists = XIAP antagonists, biochemical, IAP family, fluorescence polarization (AID 1018). XIAP BIR domain, fluorescence polarization peptide displacement; higher % means a stronger effect. displacement, % at 20 µM; hits with a dose series show IC50 in µM. 200,000 tested, 0.007% active; in the data active means displacement above about 50%; further: a part of the inactive calls stands beside numbers as strong as those of hits
# WT yeast gro inh = growth inhibition of WT yeast, mitochondrial fusion screen; mitochondrial fusion phenotypic screen, WT strain; inhibition, % at 10 µM; 190,000 tested, 2.1% active; AID 1362; in the data active means inhibition above about 58%; tested in S. cerevisiae
# West Nile antiviral = inhibition of WNV-induced cytopathic effect – cell-based, CPE readout (AID 1621); West Nile virus-infected cells, CPE inhibition; higher % means a stronger effect; CPE inhibition, % at 10 µM, or IC50 in µM where a hit was titrated; 290,000 tested, 0.02% active; in the data active means a potency from the dose series; inconclusive means CPE inhibition mostly from about 3.7% at the one dose, without a potency; inactive means the rest, 99 in 100 with CPE inhibition below about 2.2%; further: strong numbers were not always called active
# RSV antiviral HEp-2 = RSV antiviral activity via CPE protection, HEp-2 cells, primary 10 µM value included (AID 2391). HEp-2 cells, RSV-induced CPE inhibition; higher % means a stronger effect. one-dose CPE inhibition, % at 10 µM; IC50 in µM for titrated hits. 310,000 tested, 0.13% active; in the data active means a potency from the dose series; inconclusive means CPE inhibition mostly from about 23% at the one dose, without a potency; inactive means the rest, 99 in 100 with CPE inhibition below about 21%; further: strong numbers were not always called active
# Large T inhibition = SV40 large T antigen inhibitors, biochemical (AID 1903); inhibition, % at 20 µM; hits with a dose series show IC50 in µM; 310,000 tested, 0.39% active; SV40 large T antigen ATPase/helicase inhibition assay; higher % means a stronger effect; in the data active means a potency from the dose series; inconclusive means inhibition mostly from about 32% at the one dose, without a potency; inactive means the rest, 99 in 100 with inhibition below about 32%; further: strong numbers were not always called active
# CSM14.1 death rescue = protection against thapsigargin-triggered cell killing – 384-well, CSM14.1, ATP luminescence, primary screen (AID 1222). CSM14.1 thapsigargin-induced death rescue, ATP luminescence; higher % means a stronger effect. 190,000 tested, under 10 active. cellular ATP content (survival), % at 20 µM; hits with a dose series show EC50 in µM;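 active means EC50 below 50 µM in the dose-response confirmation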;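 further: death triggered by thapsigargin at about 15 µM added after 2 h compound pretreatment; cell ATP read after overnight thapsigargin exposure of roughly 18 to 22 hours; normalized against plate controls of thapsigargin alone and 5% DMSO vehicle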
# Yfh1-depleted yeast = enhancers of respiration in Yfh1-depleted yeast, dose response, Friedreich's ataxia, plus single-dose screen (AID 1465) | 220,000 tested, 0.074% active | one-dose fold induction at 50 µM; EC50 in µM for titrated hits | S. cerevisiae Yfh1-off respiration, WST-1 reduction, 72 h; higher fold induction means a stronger effect;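 active means fold induction of absorbance versus untreated yeast above a set limit, then at least 30% activation at any dose in follow-up; inconclusive means repeats straddling the limit, or above it without dose testing; inactive means fold induction below the set limit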;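 further: activators that raise dye reduction in frataxin-depleted yeast; strong numbers were not always called active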
# WT yeast gro inh mutant strain = also measured in WT yeast gro inh; calls as there; inhibition, %; mitochondrial fusion phenotypic screen, mutant strain inhibition
# NS5 inhibitors pilot replicate = also measured in NS5 inhibitors; calls as there; inhibition, %; measured here: pilot screen replicate inhibition
# Starred values were filed as active, the others as inactive; i = inactive; ? = inconclusive; . = not tested or not shown; [ ] = remark or other dose.
# Sample of the layout:
SMILES,NS5 inhibitors,UTI89 phage lysis,XIAP antagonists,WT yeast gro inh,WT yeast gro inh mutant strain,West Nile antiviral,RSV antiviral HEp-2,Large T inhibition,CSM14.1 death rescue,Yfh1-depleted yeast,others
OCCNCc1cccc(OCc2ccc(Cl)cc2)c1,-4%,2.8%,0.5%,7,15,-0.4%,-2.3%,5%,-3.5%,i,
CN(C)CCOc1cc(Cl)cc(Cl)c1,-8%,0.1%,-1.9%,-12,-3,0.6%,1.4%,3%,0.5%,i,
CCOC(=O)Cc1csc(NC(=O)COc2ccc3c(c2)CCC3)n1,-3%,0.0%,.,.,.,0.2%,0.9%,1%,.,.,
CSc1nc2c(c(=O)[nH]c(=O)n2C)n1Cc1ccc(Cl)cc1,-6%,-0.4%,.,.,.,-0.8%,4.8%,2%,.,.,
COc1ccccc1N(CC(=O)NCCSc1ccccn1)S(=O)(=O)c1ccccc1,-8%,0.4%,.,.,.,-0.3%,1.3%,12%,.,.,
COc1ccc(-c2c(-c3ccc(OC)c(C)c3O)n[nH]c2C)cc1,1%,0.3%,.,.,.,-0.5%,8.7%,1%,.,.,
COc1ccc2[nH]c(CN3CCN(C(C)C)C(CCO)C3)c(C)c2c1 (stereo unspecified),-4%,2.0%,-3.1%,4,11,0.6%,-0.2%,5%,1.1%,i,
Cc1ccc(NC(=O)CN(C)CC(=O)Nc2ccccc2-c2ccccc2)cc1,-9%,6.6%,-8.7%,7,-1,-2.4%,4.6%,4%,-0.7%,i,

# The listing, previewed entries included:
SMILES,NS5 inhibitors,UTI89 phage lysis,XIAP antagonists,WT yeast gro inh,WT yeast gro inh mutant strain,West Nile antiviral,RSV antiviral HEp-2,Large T inhibition,CSM14.1 death rescue,Yfh1-depleted yeast,others
OCCNCc1cccc(OCc2ccc(Cl)cc2)c1,-4%,2.8%,0.5%,7,15,-0.4%,-2.3%,5%,-3.5%,i,
CN(C)CCOc1cc(Cl)cc(Cl)c1,-8%,0.1%,-1.9%,-12,-3,0.6%,1.4%,3%,0.5%,i,
CCOC(=O)Cc1csc(NC(=O)COc2ccc3c(c2)CCC3)n1,-3%,0.0%,.,.,.,0.2%,0.9%,1%,.,.,
CSc1nc2c(c(=O)[nH]c(=O)n2C)n1Cc1ccc(Cl)cc1,-6%,-0.4%,.,.,.,-0.8%,4.8%,2%,.,.,
COc1ccccc1N(CC(=O)NCCSc1ccccn1)S(=O)(=O)c1ccccc1,-8%,0.4%,.,.,.,-0.3%,1.3%,12%,.,.,
COc1ccc(-c2c(-c3ccc(OC)c(C)c3O)n[nH]c2C)cc1,1%,0.3%,.,.,.,-0.5%,8.7%,1%,.,.,
COc1ccc2[nH]c(CN3CCN(C(C)C)C(CCO)C3)c(C)c2c1 (stereo unspecified),-4%,2.0%,-3.1%,4,11,0.6%,-0.2%,5%,1.1%,i,
Cc1ccc(NC(=O)CN(C)CC(=O)Nc2ccccc2-c2ccccc2)cc1,-9%,6.6%,-8.7%,7,-1,-2.4%,4.6%,4%,-0.7%,i,
CC(=O)c1cccc(NC(=O)COC(=O)COc2c(Cl)cc(Cl)c3ccc(C)nc23)c1,0%,3.0%[50 µM],1.9%,23,3,0.9%,2.0%,5%,-0.3%,i,
O=C(CSc1nccc(=O)[nH]1)NCc1ccc(Cl)cc1,-13%,0.6%,-9.1%,-7,5,0.5%,1.2%,14%,22%,i,
COc1ccc2c(c1)/C(=N/N1C(=O)c3ccccc3C1=O)C(=O)N2,.,.,-7.4%,-7,3,-0.1%,2.3%,5%,-1.5%,i,
O=C(Cc1ccccc1)N/N=C/c1ccccc1OCc1ccc(Cl)cc1,-1%,1.5%,-0.1%,24,6,0.6%,1.0%,-5%,2.5%,i,
CCCCOCCCNS(=O)(=O)c1ccccc1,-4%,1.7%[50 µM],-7.8%,1,9,0.0%,2.5%,15%,-1.2%,i,
O=C(CCc1ccccc1)C(=O)N1CCCC(C(=O)c2cccc(Cl)c2)C1 (stereo unspecified),2%,0.1%,-4.6%,44,14,-0.5%,3.0%,21%,2.3%,i,
CN1CCC(N2CCN(c3cccc(C(F)(F)F)c3)CC2)CC1,-1%,0.5%,-0.5%,-7,-3,0.2%,-1.6%,6%,-0.9%,i,
Cc1nc(Cl)sc1C(=O)Nc1cc(F)cc(F)c1,.,3.0%,.,.,.,-0.7%,0.6%,7%,.,.,
COc1ccc2[nH]c3c(NCCC4=CCCCC4)ncnc3c2c1,-13%,-0.5%,-7.3%,84*,40*,?,.,6%,0.7%,i,
CCOC(=O)CSc1nnc(CNC(=O)c2ccc(OC)cc2OC)n1-c1ccc(OC)cc1,-5%,6.9%,-5.6%,9,12,0.1%,2.8%,4%,-0.2%,i,
CS(=O)(=O)N1CCN(C(=O)Cc2ccccc2Cl)CC1,3%,1.7%,-0.9%,3,12,0.1%,0.2%,21%,-1.1%,i,
Cc1nn(-c2ccccc2)c(Cl)c1C(=O)NCC(C)C,-3%,0.4%,-5.9%,-7,-14,-0.2%,1.7%,0%,2.9%,i,
COc1ccccc1CNC(=O)CS(=O)(=O)c1ccc(C)cc1,4%,1.6%[50 µM],.,.,.,0.0%,1.1%,25%,.,.,
COc1ccc(OC)c(N2Cc3ccccc3C2)c1,4%,0.6%,-4.3%,-4,1,-0.7%,3.1%,7%,-2.0%,i,
COc1ccc(C2SCCN2C(=S)Nc2cccc(C(F)(F)F)c2)cc1 (stereo unspecified),-2%,-0.1%,-5.3%,23,-14,-0.1%,?,15%,-3.1%,i,
O=C(Cc1coc2cc3c(cc12)CCC3)NCC1(N2CCCCC2)CCCCC1,-21%,0.3%,-0.1%,-1,-5,-0.9%,0.2%,3%,0.8%,i,
CC(C)(C)OC(=O)N1CCC(c2c(C(=O)N3CCN(C4CCCCC4)CC3)cnn2-c2ccccc2)CC1,-3%,-0.3%,.,.,.,0.6%,0.8%,0%,.,.,
COC(=O)c1ccc(NC(=O)N2CCOCC2)cc1,-4%,1.6%,-4.0%,13,8,0.5%,1.8%,18%,0.3%,.,
Cc1ccsc1/C=N/NC(=O)CNC(=O)c1c(F)cccc1Cl,0%,0.0%,.,.,.,-0.3%,2.6%,6%,.,.,
O=C(CN1C(=O)c2cccnc2Oc2ccc(Cl)cc21)N1CCOCC1,-1%,0.7%,.,.,.,0.7%,1.1%,2%,.,.,
CS(=O)(=O)c1[nH]nc(-c2ccccc2)c1C#N,-3%,-1.0%,.,.,.,0.0%,5.0%,7%,.,i,
O=C(NCCOC(=O)C1COc2ccccc2O1)c1cccnc1 (stereo unspecified),-8%,0.4%,-1.3%,-11,5,0.1%,1.5%,-2%,-1.5%,i,
CCC(=O)c1ccc(OCC(=O)N2CCc3cc(OC)c(OC)cc3C2)cc1,-3%,-1.2%,0.8%,9,3,0.3%,2.5%,9%,.,.,
O=C(c1ccco1)N1N=C2CCCCCC2C1(O)C(F)(F)F (stereo unspecified),0%,-2.8%,-7.0%,-4,8,-0.4%,-0.7%,19%,-2.6%,i,
COc1ccc(CN2C(=O)c3ccccc3C2C(=O)NC2CCCC2)c(OC)c1 (stereo unspecified),3%,0.1%,-7.0%,6,4,0.0%,0.6%,0%,-2.2%,i,
Cc1ccc(NC(=S)NNC(=O)Cn2nc(C(F)F)cc2C(F)F)cc1,-7%,-0.5%,-3.0%,16,10,0.4%,1.9%,33%,-0.5%,i,
COC(=O)C(C)Sc1nc2c(c(=O)n(C)c(=O)n2C)n1Cc1cccc(C)c1 (stereo unspecified),-7%,-0.4%,-6.2%,-7,-8,0.3%,.,3%,0.8%,i,
CCO[C@H]1OC(C(=O)NCc2ccccc2)=C[C@@H](c2ccc(Br)cc2)[C@@H]1CCCO,-2%,1.9%,-4.7%,18,-3,-0.3%,39%,5%,4.5%,i,
O=c1cc[nH]c2cccc(Cc3ccccc3)c12,0%,-0.7%,-3.5%,-10,1,-0.5%,-1.0%,10%,2.9%,i,NS5 inhibitors pilot replicate=2.7
COc1ccc(OC)c(N2C(=O)CC(Cc3ccc(Cl)cc3)C2=O)c1 (stereo unspecified),-2%,-1.0%,-17%,9,-4,0.3%,2.5%,6%,-0.9%,i,
Cc1cc(NC(=O)CCC(=O)N(c2ccc(F)cc2)C(C(=O)NC2CCCC2)c2ccncc2)no1 (stereo unspecified),-6%,0.9%,-4.9%,9,-8,.,0.8%,5%,0.2%,.,
COc1ccc(C2NC(=O)NC(C)=C2[N+](=O)[O-])cc1 (stereo unspecified),-13%,0.0%,.,.,.,0.1%,1.4%,9%,.,.,
COC(=O)c1ccccc1NC(=O)Nc1ccc2c(c1)OCO2,-2%,0.0%,-6.8%,-14,-23,0.3%,0.3%,-4%,-0.9%,i,
COc1ccc(O)c(CN2CCC(n3nccc3NC(=O)CCOc3ccccc3)CC2)c1,-1%,3.0%[50 µM],.,.,.,-1.4%,-0.2%,12%,.,.,
CC1(C)CC(=O)C2=C(C1)Nc1ccccc1S2,?,i,.,.,.,0.3%,1.6%,27%,.,i,
COC(=O)CN(c1ccc2c(c1)OCO2)S(=O)(=O)c1c(C)[nH]c(=O)[nH]c1=O,-1%,9.0%,.,.,.,0.4%,-0.4%,1%,.,.,
CC1CCc2c(sc(NC(=O)C(=O)NCc3ccco3)c2C#N)C1 (stereo unspecified),-5%,0.8%,-4.4%,10,9,0.1%,1.5%,-2%,2.5%,i,
O=C(C1CC=CCC1)N1CCN(C(=O)C2CC=CCC2)CC1 (stereo unspecified),-4%,1.8%,-2.4%,-2,-3,-0.2%,3.3%,0%,-2.3%,i,
O=C1C=C(O)CC(c2ccc(Cl)c(Cl)c2)C1 (stereo unspecified),-1%,-0.6%,-1.3%,8,4,0.0%,1.9%,4%,.,i,
C/C=C/c1ccc(OCCSc2nc(C)cc(=O)[nH]2)c(OC)c1,-8%,0.7%,-1.6%,-17,-44,-1.0%,-0.8%,9%,-1.2%,i,
Cc1nc2ccccn2c1/C(O)=C1\C(=O)C(=O)N(CCN(C)C)C1c1cccnc1 (stereo unspecified),5%,0.7%,-5.2%,22,13,0.2%,3.4%,3%,1.7%,i,
Cc1ccc2cc(C#N)c(N3CCCN(C(=O)C4CCCO4)CC3)nc2c1C (stereo unspecified),-6%,3.1%,-4.9%,23,15,0.4%,1.9%,3%,4.1%,i,
COc1ccc(S(=O)(=O)Nc2cccnc2)cc1OC,-3%,0.5%,.,.,.,0.3%,0.0%,7%,.,.,
COc1ccc(NC(=O)/C=C/C(=O)O)cc1Cl,4%,0.2%,-14%,4,20,0.2%,0.6%,4%,-2.7%,i,
